rTrxR1 inhibitor – inhibitors of rat thioredoxin reductase 1. O89049. recombinant rTrxR1, NADPH fluorescence consumption, selenite substrate. Potency, µM (titrated, usually from 114 µM), without a hit: at the top dose activity change, negative = inhibition, hits mostly inhibitors. 390,000 tested, 1% active. AID 588453; further: on the % scale 0 is the no-effect control and ±100 the full control effect; nearly all actives have a fitted effect of over 65% in size
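Rat TrxR1 (90 nM in the dispensed reagent) was pre-reduced with 400 uM NADPH for 5 min at room temperature, then incubated with compound for 15 min. After 400 uM selenite was added, NADPH fluorescence (Ex 340/Em 450 nm) was followed for 8 min.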
Vif-A3F inh – blocks the Vif interaction with APOBEC3F; HeLa A3F-eYFP + Vif (tagged APOBEC3F with the HIV-1 protein that degrades it), YFP fluorescence increase; Potency, µM (top dose mostly 46.1 µM), for inactives: top-dose activity, negative = active; 390,000 tested, 0.2% active; AID 602313; further: % of control where 0% means no effect; nearly all actives have a fitted effect of over 65% in size
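Fluorescence increase (Ex 488/Em 500-530) after overnight compound treatment at 37 deg C flags inhibition of Vif-driven A3F-eYFP loss in stable HeLa A3F-eYFP/Vif cells seeded overnight beforehand.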
Vif-A3G inh – Vif-A3G binding inhibition; Potency, µM (titrated, usually from 46.1 µM), inactives show top-dose activity, negative = active, actives largely listed as inhibitors; 410,000 tested, 0.076% active; Q9HC16; HeLa A3G-eYFP + Vif (tagged APOBEC3G with the HIV-1 protein that degrades it), YFP fluorescence, overnight; AID 602310;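 further: on the % scale 0 is the no-effect control and ±100 the full control effect; nearly all actives have a fitted effect of over 60% in size; hits raise eYFP signal because A3G escapes Vif-driven loss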
Target sequence (Q9HC16 whole entry, looked up): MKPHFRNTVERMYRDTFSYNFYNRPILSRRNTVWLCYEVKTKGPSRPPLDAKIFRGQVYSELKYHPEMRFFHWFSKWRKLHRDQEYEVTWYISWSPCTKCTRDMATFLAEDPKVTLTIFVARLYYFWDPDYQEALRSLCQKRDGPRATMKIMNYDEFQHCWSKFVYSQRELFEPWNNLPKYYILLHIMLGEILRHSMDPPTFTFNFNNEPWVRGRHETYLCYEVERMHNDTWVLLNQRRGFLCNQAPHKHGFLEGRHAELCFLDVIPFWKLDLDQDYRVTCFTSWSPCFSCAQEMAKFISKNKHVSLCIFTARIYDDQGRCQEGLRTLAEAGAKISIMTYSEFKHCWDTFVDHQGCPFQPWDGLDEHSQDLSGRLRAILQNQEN
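HeLa cells stably expressing Vif and C-terminally eYFP-tagged A3G, seeded overnight at 37 deg C, then exposed to compound by pintool overnight at 37 deg C. Rise in yellow fluorescence (Ex 488/Em 500-530, Acumen) marks blocked Vif-driven A3G degradation.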
USP1 inh – USP1/UAF1 (human) deubiquitinase inhibition; recombinant USP1/UAF1, Ub-Rhodamine cleavage fluorescence; AID 743255; 390,000 tested, 0.23% active; Potency, µM (doses to about 57.1 µM), inactives show top-dose activity change, negative = inhibition, hits mostly inhibitors; further: on the % scale 0 is the no-effect control and ±100 the full control effect; nearly all actives have a fitted effect of over 60% in size; inactives centre near -12
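1 nM enzyme complex + cpd, 15 min RT; start with Ub-Rho 150nM final; kinetic fluorescence ex 480/em 540, 6 reads q60 s. Buffer 50mM HEPES pH 7.8, 0.5mM EDTA, 0.1 mg/ml BSA, 1mM TCEP, 0.01% Tween-20.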
mIDH1 inhibitor – blocks human mutant IDH1 R132H enzyme; AID 602179; Potency, µM (doses to about 76.6 µM), for the others: top-dose activity change, negative = inhibition, actives largely listed as inhibitors; IDH1-R132H enzyme, NADPH consumption, diaphorase/resazurin fluorescence; O75874; 390,000 tested, 0.093% active; further: on the % scale 0 is the no-effect control and ±100 the full control effect; nearly all actives have a fitted effect of over 65% in size
Target sequence (O75874 whole entry R132H, stated change not applied): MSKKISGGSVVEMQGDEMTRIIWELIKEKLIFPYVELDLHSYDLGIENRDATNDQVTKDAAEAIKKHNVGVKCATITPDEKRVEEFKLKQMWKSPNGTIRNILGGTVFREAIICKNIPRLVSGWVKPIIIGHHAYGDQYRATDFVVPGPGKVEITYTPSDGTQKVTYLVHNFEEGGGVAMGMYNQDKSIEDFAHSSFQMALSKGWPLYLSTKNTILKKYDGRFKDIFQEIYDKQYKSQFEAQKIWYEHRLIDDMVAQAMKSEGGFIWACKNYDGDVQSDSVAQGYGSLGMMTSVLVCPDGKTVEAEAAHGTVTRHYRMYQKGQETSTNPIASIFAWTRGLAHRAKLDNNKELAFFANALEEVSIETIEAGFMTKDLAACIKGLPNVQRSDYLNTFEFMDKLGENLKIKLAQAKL
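IDH1-R132H (0.5 ug/mL dispensed) in pH 7.5 Tris buffer was preincubated 30 min with compound, then given a substrate mix of 0.016 mM NADPH and 2 mM alpha-KG for 80 min at room temperature; remaining NADPH was read by diaphorase/resazurin fluorescence.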
TrxR1 substrate – substrates of rat thioredoxin reductase 1; purified TrxR1 substrate turnover, NADPH consumption readout; O89049; 390,000 tested, 0.01% active; AID 588456; Potency, µM (titrated, usually from 114 µM), for the others: at the top dose activity change, negative = substrate turnover; further: on the % scale 0 is the no-effect control and ±100 the full control effect; nearly all actives have a fitted effect of over 50% in size
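Rat TrxR1, dispensed at 90 nM, was prereduced with 400 uM NADPH (final) for 5 min at ~22 deg C, then incubated with compound 15 min before 400 uM selenite. A first-read NADPH fluorescence drop versus no-compound background flagged substrates.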
RXFP1 agonist – agonists of human relaxin receptor RXFP1; Q9HBX9; HEK293T-RXFP1 cAMP TR-FRET, 30 min; response scale: percent of porcine relaxin response, buffer zero; Potency, µM (top dose mostly 57.5 µM), inactives show at the top dose activation, hits mostly activators; 370,000 tested, 0.3% active; AID 2676; further: on the % scale 0 is the no-effect control and ±100 the full control effect; nearly all actives have a fitted effect of over 60% in size; many of its hits are not listed in these tables
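cAMP rise read by TR-FRET after 30 min, 37C compound exposure (up to 58 uM) in RXFP1-transfected HEK293 cells with Ro 20174 present. EC50 from Hill-equation fits, with 29 nM porcine relaxin as 100% and buffer as basal.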
RGS4 inhibitor – inhibitors of human regulator of G protein signaling 4. P49798. Transcreener GDP fluorescence polarization, RGS4-accelerated GTP hydrolysis. Potency, µM (top dose mostly 114 µM), for inactives: at the top dose activity change, negative = inhibition, most hits filed as inhibitors. 390,000 tested, 0.039% active. AID 504845; further: on the % scale 0 is the no-effect control and ±100 the full control effect; nearly all actives have a fitted effect of over 75% in size; some results filed as inactive show a strong effect at the top dose
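MLSMR compounds (23 nl, pin-transferred) preincubated 10 min at room temperature with a 500nM (2x) first reagent, then RGS4 at 900nM (2x) plus Transcreener GDP mix added; fluorescence polarization (620/688 nm) read before and after 90 min at 30 °C.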
ALOX12 inh – blocks human arachidonate 12S-lipoxygenase; purified 12hLO, xylenol orange hydroperoxide absorbance; P18054; Potency, µM (doses to about 108 µM), for the others: top-dose activity change, negative = inhibition, hits mostly inhibitors; 580,000 tested, 1.1% active; further: on the % scale 0 is the no-effect control and ±100 the full control effect
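Purified human 12hLO at 150 nM in 25 mM Hepes, 0.01% Triton X-100, pH 7.0, preincubated 15 min at room temperature with compound. Reaction started with 40 uM arachidonic acid, 30 min at room temperature. Hydroperoxide measured by Fe-xylenol orange, 573/405 nm absorbance ratio.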
* hit, by the source's call; i = inactive; ? = inconclusive; / = not tested or not shown; & = joins results of further samples; [ ] = remark or other dose. The call rests on the fitted dose curve; in most records, active means well fitted curve in the direction sought with a large enough effect; inconclusive means small, poorly fitted or top-dose-only effect, or another doubt; inactive means no such curve, though single readings can be large; an effect the other way counts as inactive or inconclusive. Potency means the concentration at half of the fitted maximal effect.

| SMILES | Vif-A3G inh | ALOX12 inh | RGS4 inhibitor | RXFP1 agonist | Vif-A3F inh | USP1 inh | rTrxR1 inhibitor | mIDH1 inhibitor | TrxR1 substrate |
| --- | --- | --- | --- | --- | --- | --- | --- | --- | --- |
| O=C(O)c1ccc(C2Nc3ccccc3C(=O)N2Cc2ccccc2)cc1 (stereo not given) | 3% | -7% | -16% | -0.3% | 2% | -3% | 31%[activator][57.1 µM] | -2% | 32%[activator][57.1 µM] |
| Cc1ccc(CNC(=O)CC(C)S(=O)(=O)c2cc3c(cc2C)NC(=O)CO3)cc1 (stereo not given) | -6%&-3% | i | -9%&-4% | -0.4%&0.1% | 1%&-8% | -15%&-14% | 15%&22% | 1%&0% | 8%[57.1 µM] |
| COc1ccc(-c2nn3c(-c4ccccc4)nnc3c3ccccc23)cc1 | 2% | -18% | -5% | -0.5% | 5% | ? | 10%[57.1 µM] | 11% | 0%[57.1 µM] |
| Cc1ccc(S(=O)(=O)NCC(C)NC(=O)CN2CCOCC2)cc1 (stereo not given) | -1% | 19% | 6% | -0.8% | -1% | -2% | 32% | 6% | 3% |
| Cc1ccc(S(=O)(=O)N2CCOCC2)cc1C(=O)Nc1ccc(-c2cn3ccsc3n2)cc1 | 1% | -23% | -23% | 0.0% | 0% | -14% | 11% | -3% | 7% |
| O=C(c1ccc(Br)s1)N1CCc2ccccc2C1 | 3% | / | 28% | 0.3% | 0% | -5% | 1% | -2% | -4% |
| Cc1nc2ccccc2c2nc(N)nn12 | 0% | -3% | 3% | 3.4% | -5% | -15% | 8% | 1% | 23% |
| O=C(CCN1C(=O)/C(=C/c2cccs2)SC1=S)Nc1ccc(C(=O)O)cc1 | 0% | -20% | -39% | 3.3% | 2% | -32% | 1% | -10% | -4% |
| CCOC(=O)c1c(C)oc2ccc(O)c(CN(C)C)c12 | -4% | ? | 10% | 0.5% | 7% | -16% | 10%[57.1 µM] | 2% | 7%[57.1 µM] |
| COc1ccc(CNC(=O)c2csnn2)cc1 | 2% | 10% | 26% | 0.4% | 1% | 7% | 138%[activator] | 1% | 400%[activator] |
| COc1ccccc1N(Cc1ccccc1)S(=O)(=O)c1cccc(C(=O)Nc2ccc(C)cn2)c1 | 2% | -1% | -8% | 2.4% | 8% | -21% | 3% | 4% | 4% |
| O=C(NCCCc1ccccc1)c1cccc(NC(=O)c2ccccc2)c1 | 0% | ? | -4% | / | -2% | -24% | 19% | -8% | -1% |
| CCC[C@@H]1C[C@@H](C(=O)N[C@H]([C@@H](C)O)[C@H]2O[C@H](SC)[C@H](O)[C@@H](O)C2O)N(C)C1 (stereo not given in full) | -1% | -12% | -11% | 1.6% | 0% | -17% | -20% | -8% | -8% |
| COC(=O)c1cc(NC(=O)C2CC(=O)NC(=NCc3ccc(OC)cc3)S2)cc(C(=O)OC)c1 (stereo not given) | 6% | -12% | -15% | -2.3% | -3% | -14% | 8%[57.1 µM] | 6% | -2%[57.1 µM] |
| COc1ccccc1CCN=C(N)NS(=O)(=O)c1cccs1 | 0% | -1% | -16% | 0.0% | 0% | -21% | 23% | 5% | 0% |
| COc1cccc(C(=O)NCCS(=O)(=O)NCc2ccccn2)c1 | 0% | -13% | 25% | 0.5% | -10% | -1% | -7% | 1% | -5% |
| CCN(CC)C(=O)Cn1cc(SCC(=O)Nc2cccc(F)c2)c2ccccc21 | -4% | 10% | 14% | -1.4% | 2% | -10% | -3% | -15% | -5% |
| COc1ccccc1NC(=O)C(=O)N1CCCC1 | -6% | 6% | 4% | 0.4% | -1% | -27% | 14% | 20% | 4% |
| COc1ccc(-c2cc(C(F)(F)F)nc(-n3ccnc3)n2)cc1 | 2% | -12% | 7% | 1.1% | -2% | -5% | -5% | 0% | 17% |
| CCOC(=O)c1nn(-c2ccc(C)cc2)c(=O)cc1OCC(=O)N1CCN(c2ccccc2)CC1 | -1% | -13% | 3% | 0.0% | -16% | -2% | 0% | 6% | -5% |
| O=C(NCCCNC(=O)c1cncc(O)c1)c1cncc(O)c1 | -1% | -11% | ? | -0.8% | -5% | 0% | 5%[57.1 µM] | 9% | 12%[57.1 µM] |
| COc1cccc(C(=O)NCCCc2ccccc2)c1OC | 0% | 17% | ? | / | -4% | -18% | 12% | -1% | 1% |
| Cc1ccc(-c2nc(-c3cc4cccc(OCc5ccccc5F)c4oc3=O)no2)cc1 | -1% | -16% | 35% | 1.6% | -1% | -13% | 11% | -3% | -1% |
| CCC(=O)c1ccc(OCC(=O)Nc2cccc(S(=O)(=O)N3CCCCCC3)c2)cc1 | 5% | 4% | -10% | 1.3% | -16% | -9% | 4% | 2% | -12% |
| COC1CCN(C(=O)CC2C(=O)NCCN2CC2CCCCC2)CC1 (stereo not given) | 1% | 1% | -3% | -0.1% | 1% | -23% | 5%[57.1 µM] | -7% | 9%[57.1 µM] |
| O=C(Cc1ccc(NC(=O)N2CCSc3ncccc32)cc1)NCCc1ccccc1 | 0% | -17% | 9% | -0.2% | 1% | -29% | 9% | -20% | -1% |
| O=C(Nc1cccc(C(=O)N2CCN(c3cccc(Cl)c3)CC2)c1)c1ccccc1 | -15% | -3% | -34% | -1.3% | -10% | -25% | 43%[activator] | -4% | 0% |
| CCN(CC)CCCN(C(=O)c1ccc(Br)cc1)c1nc(-c2ccc(OC)cc2)cs1 | -1% | ? | 19% | 0.4% | 0% | -7% | 16% | -1% | 4% |
| O=c1[nH]cnc(O)c1C1C=CC=CC=C1 | -6% | -11% | ? | / | -25% | 1% | 13% | -4% | 9%[57.1 µM] |
| CCCCOc1ccc(/C=C2/Sc3ccccc3C2=O)cc1 | 1% | 0% | -7% | -0.8% | 13% | -18% | -3% | 12% | -1% |
| O=C(N/C(=C/c1ccco1)C(=O)N1CCOCC1)c1ccccc1Br | 0% | 9% | -4% | 1.5% | 7% | -1% | -29% | 4% | -6% |
| COC(=O)c1ccc(NC(=O)C2CCCN2S(=O)(=O)c2ccc(OC)cc2)cc1 (stereo not given) | 2% | 5% | 0% | 1.7% | -17% | -8% | 1% | 10% | -8% |

Limited to USP1 inh, Vif-A3G inh and TrxR1 substrate, for some of the entries so far:
canonical_smiles,USP1 inh,Vif-A3G inh,TrxR1 substrate
COc1ccc(CNC(=O)c2csnn2)cc1,7%,2%,400%[activator]
COc1ccccc1N(Cc1ccccc1)S(=O)(=O)c1cccc(C(=O)Nc2ccc(C)cn2)c1,-21%,2%,4%
O=C(NCCCc1ccccc1)c1cccc(NC(=O)c2ccccc2)c1,-24%,0%,-1%
CCC[C@@H]1C[C@@H](C(=O)N[C@H]([C@@H](C)O)[C@H]2O[C@H](SC)[C@H](O)[C@@H](O)C2O)N(C)C1 (stereo not given in full),-17%,-1%,-8%
COC(=O)c1cc(NC(=O)C2CC(=O)NC(=NCc3ccc(OC)cc3)S2)cc(C(=O)OC)c1 (stereo not given),-14%,6%,-2%[57.1 µM]

A stretch of the results above, as a working copy:
| SMILES | Vif-A3G inh | ALOX12 inh | RGS4 inhibitor | RXFP1 agonist | Vif-A3F inh | USP1 inh | rTrxR1 inhibitor | mIDH1 inhibitor | TrxR1 substrate |
| --- | --- | --- | --- | --- | --- | --- | --- | --- | --- |
| O=C(O)c1ccc(C2Nc3ccccc3C(=O)N2Cc2ccccc2)cc1 (stereo not given) | 3% | -7% | -16% | -0.3% | 2% | -3% | 31%[activator][57.1 µM] | -2% | 32%[activator][57.1 µM] |
| Cc1ccc(CNC(=O)CC(C)S(=O)(=O)c2cc3c(cc2C)NC(=O)CO3)cc1 (stereo not given) | -6%&-3% | i | -9%&-4% | -0.4%&0.1% | 1%&-8% | -15%&-14% | 15%&22% | 1%&0% | 8%[57.1 µM] |

High-throughput results as filed in PubChem.

This is a subset (hit frequency here may not be typical).
